Screening results (PubChem BioAssay)
Tb PGK inh: qHTS Assay to Find Inhibitors of Phosphoglycerate Kinase. Potency, µM (top dose mostly 57.5 µM), inactives show at the highest dose activity change, negative = inhibition, usual class: inhibitors. 380,000 compounds, 0.043% hits. PGK/GAPDH coupled, Kinase-Glo luminescence, 60 min. Phosphoglycerate kinase, glycosomal (Trypanosoma brucei brucei), P07378. AID 602233, 2012; note: % is set by controls: 0 for no effect and ±100 for the full control effect; nearly all actives have a fitted effect of over 60% in size
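Recombinant glycosomal PGK reaction used 1,3-bisphosphoglycerate generated in-well by GAPDH (100nM final) in 100mM TEA pH 7.6, 5mM MgCl2, 0.01% Tween-20. After 60 minutes at room temperature, ATP was read by Kinase-Glo Plus luminescence end-point.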
Pin1 inh: qHTS Assay to Find Inhibitors of Pin1; Potency, µM (doses to about 115 µM), for the others: at the top dose activity, negative = inhibition, hits mostly inhibitors; 390,000 compounds, 0.009% hits; Peptidyl-prolyl cis-trans isomerase NIMA-interacting 1 (Homo sapiens), Q13526; Pin1 FP peptide displacement, HiFluor488, 10 min; active = well fitted inhibition curve with a large enough effect in the polarisation, with a control signal flat, not every such curve was filed as active; inconclusive = small, poorly fitted or top-dose-only effect, or effect the other way, or a change in a side signal; inactive = no such curve, though single readings can be large or run the other way; the % refers to the polarisation; note: % is set by controls: 0 for no effect and ±100 for the full control effect
Target sequence (Q13526 whole entry, looked up): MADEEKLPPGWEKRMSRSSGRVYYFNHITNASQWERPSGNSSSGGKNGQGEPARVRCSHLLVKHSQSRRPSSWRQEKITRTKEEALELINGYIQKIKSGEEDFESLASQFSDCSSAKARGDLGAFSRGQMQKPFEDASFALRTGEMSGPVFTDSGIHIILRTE
ALOX12 inh: Primary qHTS assay for inhibitors of human arachidonate 12S-lipoxygenase (ALOX12): Round 2 | purified 12hLO, xylenol orange hydroperoxide absorbance | Polyunsaturated fatty acid lipoxygenase ALOX12 (Homo sapiens), P18054 | 580,000 compounds, 1.1% hits | AID 1671190, 2021 | Potency, µM (series often up to 108 µM), for the others: top-dose activity change, negative = inhibition, hits mostly inhibitors; note: % is set by controls: 0 for no effect and ±100 for the full control effect
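Purified human 12hLO at 150 nM in 25 mM Hepes, 0.01% Triton X-100, pH 7.0, preincubated 15 min at room temperature with compound. Reaction started with 40 uM arachidonic acid, 30 min at room temperature. Hydroperoxide measured by Fe-xylenol orange, 573/405 nm absorbance ratio.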
RGS4 inhibitor: Inhibitors of Regulator of G Protein Signaling (RGS) 4: qHTS; Potency, µM (top dose mostly 114 µM), inactives show at the highest dose activity change, negative = inhibition, actives largely listed as inhibitors; Transcreener GDP fluorescence polarization, RGS4-accelerated GTP hydrolysis; 390,000 compounds, 0.039% hits; note: % is set by controls: 0 for no effect and ±100 for the full control effect; nearly all actives have a fitted effect of over 75% in size; some results filed as inactive show a strong effect at the top dose
Target sequence (P49798 whole entry, looked up): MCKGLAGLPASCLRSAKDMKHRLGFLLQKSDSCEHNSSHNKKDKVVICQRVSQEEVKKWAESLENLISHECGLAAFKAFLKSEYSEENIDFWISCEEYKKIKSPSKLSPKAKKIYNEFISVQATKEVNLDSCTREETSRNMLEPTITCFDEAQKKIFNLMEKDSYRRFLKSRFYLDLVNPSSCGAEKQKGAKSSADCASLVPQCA
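MLSMR compounds (23 nl, pin-transferred) preincubated 10 min at room temperature with a 500nM (2x) first reagent, then RGS4 at 900nM (2x) plus Transcreener GDP mix added; fluorescence polarization (620/688 nm) read before and after 90 min at 30 °C.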
HP1b chromo inh: HTS for Inhibitors of HP1-beta Chromodomain Interactions with Methylated Histone Tails | AlphaScreen HP1-beta / biotin-H3K9me3 peptide binding | Potency, µM (titrated, usually from 114 µM), for the others: at the top dose activity change, negative = inhibition, usual class: inhibitors | AID 540317, 2011 | 390,000 compounds, 0.56% hits; note: nearly all actives have a fitted effect of over 70% in size; inactives centre near 23
Target sequence (P83916 whole entry, looked up): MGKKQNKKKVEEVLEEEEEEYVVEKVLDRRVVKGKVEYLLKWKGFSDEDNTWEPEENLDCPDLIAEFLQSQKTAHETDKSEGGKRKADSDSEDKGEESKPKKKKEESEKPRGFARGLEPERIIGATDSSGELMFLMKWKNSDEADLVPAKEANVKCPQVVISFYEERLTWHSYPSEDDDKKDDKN
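AlphaScreen: HP1-beta (50 nM) preformed 30 min with biotin-H3(1-18)K9me3 peptide (50 nM) in PBS pH 7.4, 0.01% Tween-20. Compound added for 30 min at RT, then streptavidin donor/nickel chelate acceptor beads (10 ug/mL) for 30 min.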
ERG Ets-DNA blk: qHTS for Small Molecule Inhibitors of the ERG Ets/DNA interaction; Transcriptional regulator ERG (Homo sapiens), P11308; fluorescence polarization, His-ERG Ets domain / labelled DNA; Potency, µM (series often up to 76.9 µM), for inactives: at the highest dose FP activity, negative = inhibition, actives largely listed as inhibitors; 370,000 compounds, 0.028% hits; active = well fitted inhibition curve with a large enough effect in the polarisation, with a control signal flat; inconclusive = small, poorly fitted or top-dose-only effect, or effect the other way, or a change in a side signal; inactive = no such curve, though single readings can be large or run the other way; the % refers to the polarisation;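 note: polarization taken with two DNA probes labelled with fluorescein and Texas red; % of control where 0% means no effect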
Target sequence (P11308 whole entry, looked up, the tested form may be a part): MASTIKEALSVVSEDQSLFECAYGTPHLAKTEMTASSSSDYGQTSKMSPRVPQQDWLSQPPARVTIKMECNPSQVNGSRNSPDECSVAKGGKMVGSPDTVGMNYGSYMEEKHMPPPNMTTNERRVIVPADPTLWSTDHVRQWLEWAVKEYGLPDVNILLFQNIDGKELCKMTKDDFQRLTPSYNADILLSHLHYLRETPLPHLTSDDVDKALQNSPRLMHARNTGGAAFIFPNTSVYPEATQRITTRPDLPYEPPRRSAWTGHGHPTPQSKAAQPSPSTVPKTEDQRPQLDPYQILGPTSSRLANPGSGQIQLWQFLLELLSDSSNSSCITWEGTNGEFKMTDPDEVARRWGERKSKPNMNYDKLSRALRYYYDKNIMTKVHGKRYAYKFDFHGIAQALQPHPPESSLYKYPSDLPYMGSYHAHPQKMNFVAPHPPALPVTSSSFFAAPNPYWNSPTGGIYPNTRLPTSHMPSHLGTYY
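His-tagged ERG Ets domain (1 uM in the protein solution; 300mM KCl, 50mM Tris-HCl, 1mM EDTA, 1mM DTT, pH 7.5) received compound, then a probe mix of 5 nM fluorescein-DNA and 100nM Texas-615-DNA. Fluorescence polarization was read for both dyes.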
GLS inhibitor: qHTS for Inhibitors of Glutaminase (GLS) | Glutaminase kidney isoform, mitochondrial (Homo sapiens), O94925 | GLS enzymatic activity, qHTS titration | Potency, µM (titrated, usually from 45.5 µM), inactives show top-dose activity change, negative = inhibition, usual class: inhibitors | 410,000 compounds, 0.21% hits; note: % is set by controls: 0 for no effect and ±100 for the full control effect
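Enzyme dispensed in phosphate buffer (45 mM, pH 8.2, 0.02% Tween-20), compounds pinned in, then 1 mM L-glutamine solution and the glutamate oxidase–HRP–Amplex Red mix added; fluorescence read immediately and again after 30 min at room temperature.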
TrxR1 inh: qHTS Assay for Inhibitors of Mammalian Selenoprotein Thioredoxin Reductase 1 (TrxR1): qHTS. Thioredoxin reductase 1, cytoplasmic (Rattus norvegicus), O89049. recombinant rTrxR1, NADPH fluorescence consumption, selenite substrate. Potency, µM (highest dose often 114 µM), without a hit: at the highest dose activity change, negative = inhibition, usual class: inhibitors. 390,000 compounds, 1% hits. AID 588453, 2011; note: % is set by controls: 0 for no effect and ±100 for the full control effect; nearly all actives have a fitted effect of over 65% in size
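Rat TrxR1 (90 nM in the dispensed reagent) was pre-reduced with 400 uM NADPH for 5 min at room temperature, then incubated with compound for 15 min. After 400 uM selenite was added, NADPH fluorescence (Ex 340/Em 450 nm) was followed for 8 min.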
JMJD2A Tudor: qHTS Assay for Inhibitors of JMJD2A-Tudor Domain; AlphaScreen JMJD2A-Tudor / H3K4me3 peptide binding; Potency, µM (top dose mostly 114 µM), without a hit: at the top dose activity change, negative = inhibition, hits mostly inhibitors; 390,000 compounds, 4.4% hits; note: % is set by controls: 0 for no effect and ±100 for the full control effect; nearly all actives have a fitted effect of over 50% in size
Active calls of the source: *; i = inactive; ? = inconclusive; / = no result given; & = joins results of further samples; [ ] = remark or other dose. Unless noted, calls come from the whole dose curve; as a rule, active = well fitted curve in the direction sought with a large enough effect; inconclusive = small, poorly fitted or top-dose-only effect, or another doubt; inactive = no such curve, though single readings can be large; an effect the other way counts as inactive or inconclusive. Potency is the fitted concentration of half-maximal effect.

SMILES	Tb PGK inh	Pin1 inh	ALOX12 inh	RGS4 inhibitor	HP1b chromo inh	ERG Ets-DNA blk	GLS inhibitor	TrxR1 inh	JMJD2A Tudor
COc1ccc2nc(NC3=NC(c4ccccc4)CC(=O)N3)nc(C)c2c1 (centres undefined)	5%	14%	-8%	-15%	43%[activator]	-6%	0%	7%[57.1 µM]	-29%
CCOC(=O)Cc1csc(NS(=O)(=O)c2ccc(SC)cc2)n1	5%	5%	11%	-2%	41%[activator]	-4%	1%	6%[57.1 µM]	-8%[11.4 µM]
Cc1cccc(N2CC(c3nc4ccc(C)cc4[nH]3)CC2=O)c1 (centres undefined)	-11%	0%	-9%	1%	15%	4%	2%	9%	-15%
CCCCn1c(SCC(=O)/C(C#N)=C(\C)N)nc2ccccc2c1=O	-9%	8%	-12%	-25%	19%	/	-1%	2%	-10%
CCC(C)(C)NC(=O)C(c1ccc(OC)cc1)N(C(=O)CCC(=O)Nc1cc(C)on1)c1ccc(OC)cc1OC (centres undefined)	i	-5%	-10%	3%	-22%	-2%	-2%	14%[57.1 µM]	-18%
Cc1ccc2nc(-c3ccccc3)cc(C(=O)NNC(=O)c3csc(N4CCOCC4)n3)c2c1	-2%	21%	12%	5%	29%	16%	2%	-8%	-14%
CCc1ccc(CN(C(=O)c2cc3ccccc3oc2=O)C2CCS(=O)(=O)C2)cc1 (centres undefined)	4%&-11%	0%&-2%	5%&3%&-14%	-11%&-14%	39%&5%[activator]	-6%&-1%	-14%&0%	-15%&-10%	-19%&-10%
CCCn1c(N)c(C(=O)COC(=O)CNC(=O)c2ccccc2OCC)c(=O)[nH]c1=O	-10%	-2%	?	0%	7%	1%	-5%	27%	0%
CN(C(=O)CSc1nnc(-c2ccncc2)n1C)C1CCS(=O)(=O)C1 (centres undefined)	i	-3%	0%&90%	-2%	8%	10%	5%	14%[57.1 µM]	-2%
Cc1cc(N/N=C/c2ccc(N(C)C)cc2)nc(NCc2ccccc2)n1	0%	1%	-8%	16%	-10%	0%	32%[activator]	32%	?
Cc1ccc(COc2ccsc2-c2n[nH]c(=S)n2C)cc1	-2%	-1%	14µM*	10%	36%[activator]	-11%	/	-5%	4%
C=CC[C@@H](CC(=O)N(CCO)Cc1ccccc1)C(=O)N[C@@H](C)COC(=O)[C@@H](CC=C)Cc1ccc(F)cc1	9%	-6%	0%	2%	24%	18%	-5%	15%	-15%
COc1ccccc1Cn1c(=S)[nH]c2cc(C(=O)N3CCN(c4ccccc4OC)CC3)ccc2c1=O	3%	0%	3%	19%	16%	-11%	16%	12%	-2%
CN(C)CCNC(=O)c1ccc2nc(Cc3ccccc3)oc2c1	1%	-7%	4%	1%	12%[57 µM]	1%	6%	11%[57.1 µM]	-11%
CSc1nc(-c2ccccc2)c(-c2ccccc2)[nH]1	-6%	-1%	1%	-6%	14%	4%	2%	20%	4%
O=C(NCc1ccccn1)c1ccc(OC2CCN(Cc3ccccc3O)CC2)cc1	9%	-6%	7%	12%	28%	-7%	0%	-7%	-5%
COc1ccc(C(=O)Nc2ccc3nc(N4CCCCC4)cc(C)c3c2)c(OC)c1	-2%	-1%	-19%&-6%	13%	55%[activator]	-17%	3%	-4%	27%
CN1CCN(C2CC(=O)N(c3ccc4c(c3)OCCO4)C2=O)CC1 (centres undefined)	i	-1%	-15%	16%	45%[activator]	-1%	6%	-5%	?
COCCCNC(=O)c1cn(CCOC)c(=O)c2c1c1ccccc1n2C	-3%&0%	5%&-8%	4%&-22%	31%&13%	11%&31%	-10%&-3%	-2%&-2%	22%&8%	-13%&2%
Cc1cc(C)c(S(=O)(=O)Cc2ccccc2)c(Cl)n1	-3%	7%	23%	1%	15%	6%	0%	-15%[57.1 µM]	-4%

Full records as entered above. Screens in order: Tb PGK inh	Pin1 inh	ALOX12 inh	RGS4 inhibitor	HP1b chromo inh	ERG Ets-DNA blk	GLS inhibitor	TrxR1 inh	JMJD2A Tudor
Profile of CCOC(=O)Cc1csc(NS(=O)(=O)c2ccc(SC)cc2)n1 : 5%	5%	11%	-2%	41%[activator]	-4%	1%	6%[57.1 µM]	-8%[11.4 µM]
Profile of CCc1ccc(CN(C(=O)c2cc3ccccc3oc2=O)C2CCS(=O)(=O)C2)cc1 (centres undefined) : 4%&-11%	0%&-2%	5%&3%&-14%	-11%&-14%	39%&5%[activator]	-6%&-1%	-14%&0%	-15%&-10%	-19%&-10%
Profile of COc1ccc(C(=O)Nc2ccc3nc(N4CCCCC4)cc(C)c3c2)c(OC)c1 : -2%	-1%	-19%&-6%	13%	55%[activator]	-17%	3%	-4%	27%
Profile of COc1ccc2nc(NC3=NC(c4ccccc4)CC(=O)N3)nc(C)c2c1 (centres undefined) : 5%	14%	-8%	-15%	43%[activator]	-6%	0%	7%[57.1 µM]	-29%

ALOX12 inh, entries above that show a hit
SMILES	Tb PGK inh	Pin1 inh	ALOX12 inh	RGS4 inhibitor	HP1b chromo inh	ERG Ets-DNA blk	GLS inhibitor	TrxR1 inh	JMJD2A Tudor
Cc1ccc(COc2ccsc2-c2n[nH]c(=S)n2C)cc1	-2%	-1%	14µM*	10%	36%[activator]	-11%	/	-5%	4%

The list continues:
SMILES	Tb PGK inh	Pin1 inh	ALOX12 inh	RGS4 inhibitor	HP1b chromo inh	ERG Ets-DNA blk	GLS inhibitor	TrxR1 inh	JMJD2A Tudor
CN(C)c1ccc(-c2nc3ccccc3n2C)cc1	-20%[11.5 µM]	1%	9%	-24%	1%	/	50%[activator]	53%[activator]	-35%
Cc1cc(C)n(-c2nc(C)nc3sc4c(c23)CCC(C)C4)n1 (centres undefined)	-12%	-1%	26%	-7%	19%	/	0%	9%	-9%
CCCn1c(NCc2ccccc2C)nc2ccccc21	-5%	-6%	?	-4%	38%	2%	3%	-8%	-5%
O=[N+]([O-])c1ccccc1S(=O)(=O)Nc1ccc(S(=O)(=O)N2CCCC2)cc1	5%	2%	4%	2%	32%	7%	15%	4%	5%
CN(C(=O)c1cccc(NC(=O)c2cccs2)c1)c1ccccc1	0%	-6%	-3%	10%	18%	2%	7%	-10%	-4%
Cc1ccc(-n2ccn(CC(=O)c3ccc(F)cc3)c(=O)c2=O)cc1C	i	-2%	-24%	-17%	27%	7%	-9%	-1%	-7%
CCOC(=O)[C@@H]1[C@H]2COc3cc(OC)ccc3[C@@H]2N2C(=O)N(c3ccc(C)cc3)C(=O)[C@]12C	10%	?	-21%	-5%	15%	-2%	0%	3%	-19%
COC(=O)C1CCN(C(c2cc(OC)c(OC)c(OC)c2)c2sc3nc(C)nn3c2O)CC1 (centres undefined)	i	4%	10%	-11%	32%	4%	-2%	-9%[57.1 µM]	-7%
Cc1nc2c3cccnc3nn2c(C)c1CCC(=O)NCc1ccccc1Cl	i	-1%	0%	10%	34%	-1%	-3%	-10%	-12%
Cc1cc(C)c(NC(=O)C(C)n2nnc3sc(-c4ccccc4)cc3c2=O)c(C)c1 (centres undefined)	/	6%	?	-26%	33%	0%	-2%	17%	?
Cc1cc(C)c(C#N)c(SCc2ccccc2C(=O)O)n1	-9%	-7%	10%	10%	28%	-7%	-3%	2%[57.1 µM]	2%
COc1ccccc1N1CCN(C(CNS(=O)(=O)c2cccs2)c2cccnc2)CC1 (centres undefined)	-8%	12%	26%	12%	5%	19%	21%	14%[57.1 µM]	-33%
COCCn1c(SCC(=O)Nc2ccc(C)cc2)nc2c(oc3ccccc32)c1=O	-10%	-6%	-10%	0%	-4%	-7%	1%	-7%	-31%
CC(Sc1ncnc2sccc12)C(=O)Nc1ccc(S(=O)(=O)N2CCOCC2)cc1 (centres undefined)	4%	14%	10%	5%	22%	6%[15.4 µM]	5%	5%	-2%
O=C(O)[C@@H]1CCCN1C(=O)c1ccco1	9%	0%	-12%	1%	18%	-8%	19%	-20%	-5%
Cc1ccc(N2C(=O)C3NN=C(C(=O)OCc4ccccc4)C3C2=O)cc1 (centres undefined)	i	-3%	-10%	2%	23%	2%	-6%	-4%[57.1 µM]	-2%
Cc1ccc(C(=O)Nc2ccccc2C(=O)NC(C(=O)O)C(C)C)cc1 (centres undefined)	-9%	0%	-11%	-24%	33%[activator]	0%	-1%	0%	-9%
CSc1ccccc1NC(=O)c1ccccc1N(C)S(C)(=O)=O	-4%	-1%	-16%	-18%	23%	-3%	-2%	4%	-10%
CSc1ccc(S(=O)(=O)Nc2c(C)n(C)n(-c3ccccc3)c2=O)cc1	5%	-1%	0%	-21%	39%[activator]	4%	6%	17%	7%

Some of the compounds tested. The share of hits here may be higher or lower than overall.
